Compound activity deposited in PubChem by National Center for Advancing Translational Sciences (NCATS).
Nrf2 inh: Nrf2 qHTS screen for inhibitors | A549 ARE-Fluc reporter, luciferase luminescence, 18-24 h | Potency, µM (series often up to 46 µM), inactives show at the highest dose activity change, negative = inhibition, most hits filed as inhibitors | 360,000 compounds, 2.1% hits; further: potency means the concentration at half of the fitted maximal effect; on the % scale 0 is the no-effect control and ±100 the full control effect; nearly all actives have a fitted effect of over 60% in size
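Nrf2 function is reported as luminescence of an ARE-controlled luciferase in A549 cells. Compounds were tested at several concentrations, and a CellTiter-Fluor read on the same wells flagged cytotoxicity.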
ATXN2 expr inh: Primary qHTS for Inhibitors of ATXN expression; 360,000 compounds, 0.72% hits; HEK-293 ATXN2-luciferase reporter, luminescence, 24 h; Potency, µM (series often up to 57 µM), without a hit: at the top dose activity change, negative = inhibition, usual class: inhibitors; further: potency means the concentration at half of the fitted maximal effect; on the % scale 0 is the no-effect control and ±100 the full control effect; nearly all actives have a fitted effect of over 55% in size
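ATXN2-luciferase reporter cells (luciferase flanked by upstream and downstream ATXN2 gene portions) were treated 24 h at 37 °C with compounds at up to 57 uM. SteadyGlo luminescence gave expression; GF-AFC fluorescence gave viability.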
MCF10A rereplic: A quantitative high throughput screen for small molecules that induce DNA re-replication in MCF 10a normal breast cells; MCF 10A DNA re-replication, Hoechst nuclear intensity, 48 h; Potency, µM (series often up to 46.1 µM), without a hit: at the top dose activity, positive = re-replication, actives largely listed as activators; 350,000 compounds, 2.9% hits; AID 624296, 2012; further: potency means the concentration at half of the fitted maximal effect; % of control where 0% means no effect; nearly all actives have a fitted effect of over 50% in size
HepG2 tox: qHTS for Inhibitors of TGF-b: Cytotox Counterscreen; Potency, µM (top dose mostly 46.1 µM), without a hit: top-dose activity change, negative = cytotoxicity, hits mostly cytotoxic; AID 588856, 2011; 410,000 compounds, 0.76% hits; HepG2 CAGA-GFP viability, ATP luminescence, 18 h; further: potency means the concentration at half of the fitted maximal effect; some results filed as inactive show a strong effect at the top dose
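CellTiter-Glo luminescence gave cytotoxicity after 18 hours at 37 degrees C. The cells were HepG2 CAGA-GFP in 1% FBS DMEM, stimulated with 500 pg/mL TGF-beta after compound addition. %Activity was normalised to no-cell wells (complete cell-killing) and DMSO (no toxicity), and curves were fitted and classified.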
A549 viability: Nrf2 qHTS screen for inhibitors: counterscreen for cytotoxicity; A549 ARE-Fluc cells, CellTiter-Fluor viability, 18-24 h; Potency, µM (doses to about 46 µM), without a hit: at the highest dose activity change, negative = cytotoxicity, hits mostly inhibitors; 390,000 compounds, 0.16% hits; AID 504648, 2011; further: potency means the concentration at half of the fitted maximal effect; on the % scale 0 is the no-effect control and ±100 the full control effect
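A549 ARE_Fluc cells in 5% FBS OPTI-MEM were exposed to compounds in concentration-response for 18-24 h at 37 deg C. Viability was read by CellTiter-Fluor fluorescence (Ex 405/Em 525) after 30 min, before the luciferase read.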
IL1B secr inh: qHTS for Inhibitors of Inflammasome Signaling: IL-1-beta AlphaLISA Primary Screen. 360,000 compounds, 4.7% hits. AID 743279, 2014. activity change, % at 57.5 µM. THP-1 LPS/ATP IL-1B secretion, AlphaLISA, 16 h; hits give low values; in the data active means activity change below about -50%; inconclusive means mostly about -30% to -49%; further: on the % scale 0 is the no-effect control and ±100 the full control effect
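Secreted IL-1B measured by AlphaLISA bead assay after 16 h compound exposure of THP-1 cells; compounds (final up to 57.5 uM) added 1 h before LPS (250 ng/mL) and ATP (1.25 mM) stimulation; lower signal means less secretion.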
ATXN viability: Viability Counterscreen for Primary qHTS for Inhibitors of ATXN expression. Potency, µM (titrated, usually from 56.7 µM), hits mostly cytotoxic. 400,000 compounds, 0.49% hits. S2 cells (HEK-293 line with an ATXN2-luciferase reporter) viability, CellTiter-Fluor protease fluorescence, 24 h; further: potency means the concentration at half of the fitted maximal effect; nearly all actives have a fitted effect of over 40% in size
TGFb inhibitor: qHTS for Inhibitors of TGF-b; HepG2 CAGA-GFP TGF-b/SMAD3 reporter, GFP fluorescence, 18 h; TGF-beta stimulated, 500 pg/mL final; Potency, µM (series often up to 46.1 µM), for the others: at the top dose activity, negative = inhibition, usual class: inhibitors; 410,000 compounds, 1.2% hits; AID 588855, 2011; further: potency means the concentration at half of the fitted maximal effect; on the % scale 0 is the no-effect control and ±100 the full control effect; nearly all actives have a fitted effect of over 65% in size
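GFP signal (ex488/em500-530) from TGF-beta-stimulated HEPG2 CAGA-GFP cells, 500 pg/mL final, 18 h at 37 degrees C in DMEM plus 1% FBS, normalized to unstimulated and DMSO-stimulated controls.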
Nrf2 ARE act: qHTS of Nrf2 Activators; Potency, µM (doses to about 46.1 µM), for the others: at the highest dose activation, most hits filed as activators; AREc32 ARE-luciferase reporter (MCF7-derived line), luminescence, 24 h; 410,000 compounds, 0.31% hits; further: potency means the concentration at half of the fitted maximal effect; % of control where 0% means no effect; nearly all actives have a fitted effect of over 65% in size
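AREc32 cells carrying an ARE-driven firefly luciferase reporter were seeded at 1000 cells/well in OPTI-MEM with 5% FBS, then exposed to compound for 24 hr at 37 deg C. Luminescence was read with Steady-Glo after 30 min at RT.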
Active calls of the source: *; i = inactive; ? = inconclusive; . = no result given; & = joins results of further samples; [ ] = remark or other dose. Unless noted, the call rests on the fitted dose curve; in most records, active means well fitted curve in the direction sought with a large enough effect; inconclusive means small, poorly fitted or top-dose-only effect, or another doubt; inactive means no such curve, though single readings can be large; an effect the other way counts as inactive or inconclusive.

SMILES	Nrf2 inh	ATXN2 expr inh	MCF10A rereplic	HepG2 tox	A549 viability	IL1B secr inh	ATXN viability	TGFb inhibitor	Nrf2 ARE act
Cc1cc(SCC(=O)Nc2cccc(S(=O)(=O)N3CCOCC3)c2)nc2ccccc12	-26%	.	2%	12%	-6%	-19	i	4%	0.6%
O=C(COc1cc(Cl)c(Cl)cc1Cl)Nn1cnnc1	6%	-17%	3%	3%	-6%	-6	?	-6%	0.2%
O=C(Nn1cnc2ccccc2c1=O)C1CCCCC1	10%	3%	-2%	-6%	1%	19	i	1%	0.1%
Cc1ccc(NC2CCCN(C(=O)CN3C(=O)CSC3=O)C2)cc1C (stereo unspecified)	18%	4%	-1%	0%	-6%	-5	i	-1%	0.0%
CNC(=O)C1CN(C(=O)c2cccc(S(=O)(=O)N3c4ccccc4CC3C)c2)c2ccccc2O1 (stereo unspecified)	-4%	.	14%	-18%	-2%	11	?	?	-1.1%
CC(C)[C@@H](C(=O)N1CCN(Cc2ccc3c(c2)OCO3)CC1)n1nnc2ccccc2c1=O	?	-22%	?	-12%	-1%	0	i	-3%	0.4%
CC(C)N(C(=O)[C@H]1C[C@H](CC(=O)NCCCn2ccnc2)C(=O)N2CCc3c([nH]c4ccc(Cl)cc34)[C@]12C)C(C)C	3%	13%	13%	-18%	2%	?	i	?	11%
CC1(C(=O)NCC2CC2)Cc2c(-c3cccc(C(N)=O)c3)ccnc2O1 (stereo unspecified)	.	9%	.	-2%	.	13	i	11%	3.5%
COC(=O)c1ccc(N/C=C/C(=O)c2ccc(OC)c(OC)c2)cc1	.	-16%	?	15%	1%	0	i	2%	0.2%
Cc1ccc(C)c(S(=O)(=O)N2CCN(C(=O)c3cc(-c4cccs4)nn3-c3ccccc3)CC2)c1	?	-18%	?	13%	-10%	-8	i	-1%	0.2%
CCOc1ccc(CCNC(=O)CCn2cccc2)cc1OCC	5%	2%	3%	1%	-5%	-16	i	-4%	0.0%
Cc1[nH]c2ccccc2c1/C=N/NC(=O)CCC(=O)NCc1ccccc1	13%	-18%	3%	-42%	-2%	14	i	-17%	2.2%

Full records from above. Values in the order: Nrf2 inh | ATXN2 expr inh | MCF10A rereplic | HepG2 tox | A549 viability | IL1B secr inh | ATXN viability | TGFb inhibitor | Nrf2 ARE act
Shown for CNC(=O)C1CN(C(=O)c2cccc(S(=O)(=O)N3c4ccccc4CC3C)c2)c2ccccc2O1 (stereo unspecified) → -4% | . | 14% | -18% | -2% | 11 | ? | ? | -1.1%
Shown for CC1(C(=O)NCC2CC2)Cc2c(-c3cccc(C(N)=O)c3)ccnc2O1 (stereo unspecified) → . | 9% | . | -2% | . | 13 | i | 11% | 3.5%
Shown for Cc1[nH]c2ccccc2c1/C=N/NC(=O)CCC(=O)NCc1ccccc1 → 13% | -18% | 3% | -42% | -2% | 14 | i | -17% | 2.2%

(more compounds)
SMILES	Nrf2 inh	ATXN2 expr inh	MCF10A rereplic	HepG2 tox	A549 viability	IL1B secr inh	ATXN viability	TGFb inhibitor	Nrf2 ARE act
Clc1cccc(N2CCN(c3nc4ccccc4c4nc(-c5ccccc5)nn34)CC2)c1	4%	12%	.	-6%	7%	.	i	0%	-0.4%
COc1ccc(C(=O)Nc2ccccc2N2CCCC2)cc1S(=O)(=O)N1CCOCC1	1%	0%	-2%	8%	3%	-11	i	11%	-1.0%
COc1ccc(CCNC(=O)CSc2nnnn2C)cc1OC	3%	.	1%	-35%	0%	-9	.	3%	1.9%
C=CCN1C(=O)C(CC(=O)Nc2ccc(OCCC)cc2)N(CCCN2CCN(Cc3ccccc3)CC2)C1=S (stereo unspecified)	18µM*	?	?	-93%	?	-67*	?	?	-2.5%
O=C1OC2CCC1(c1ccccc1)C2 (stereo unspecified)	12%	1%	-3%	7%	0%	11	i	17%	-0.1%
Cn1c(Cn2c(=O)sc3ccccc32)nnc1SCc1ccccc1F	-13%	-9%	20%	8%	-9%	-16	i	8%	0.3%
COc1ccc(S(=O)(=O)n2c([N+](=O)[O-])cnc2C)cc1OC	12%	-6%	2%	10%	-5%	14	i	1%	-0.4%
c1ccc(-c2nc(N3CCCCCC3)nc(-n3ccnc3)n2)cc1	3%	-33%	29%	-16%	7%	-3	i	4%	3.4%
CCCC1COC(Cn2cncn2)(c2ccc(C)cc2)O1 (stereo unspecified)	6%	4%	24%	3%	22%	9	i	-12%	-0.3%
Cc1cc([N+](=O)[O-])cc(/C=N/n2c(C)nc3ccccc3c2=O)c1O	-29%	-24%	16µM*	5%	-16%	116	?	-22%	-0.3%
CC(C)(C)NC(=O)CSc1nnc(C2CC2)n1Cc1ccccc1	-1%	-2%	-5%	-7%	-14%	10	i	20%	0.1%
COc1cc(NC(=O)C(=O)NCCN(C)C)c(OC)cc1Cl	3%	-17%	-8%	-13%	?	-6	i	-9%	1.8%

3 structures from above, arranged by SMILES length, highest first.
SMILES	Nrf2 inh	ATXN2 expr inh	MCF10A rereplic	HepG2 tox	A549 viability	IL1B secr inh	ATXN viability	TGFb inhibitor	Nrf2 ARE act
CNC(=O)C1CN(C(=O)c2cccc(S(=O)(=O)N3c4ccccc4CC3C)c2)c2ccccc2O1 (stereo unspecified)	-4%	.	14%	-18%	-2%	11	?	?	-1.1%
Cc1ccc(NC2CCCN(C(=O)CN3C(=O)CSC3=O)C2)cc1C (stereo unspecified)	18%	4%	-1%	0%	-6%	-5	i	-1%	0.0%
Cn1c(Cn2c(=O)sc3ccccc32)nnc1SCc1ccccc1F	-13%	-9%	20%	8%	-9%	-16	i	8%	0.3%

(cont.)
SMILES	Nrf2 inh	ATXN2 expr inh	MCF10A rereplic	HepG2 tox	A549 viability	IL1B secr inh	ATXN viability	TGFb inhibitor	Nrf2 ARE act
CC(=O)c1c(C)n(-c2ccc(Cl)cc2)c2ccc(O)cc12	-24%	2%	?	12%	0%	2	i	17%	-0.5%
CCn1cc(C(=O)NCc2ccc3c(c2)OCO3)c(=O)c2cc(F)c(N3CCN(C)CC3)cc21	-19%	-2%	9%	-7%	20%	-16	i	0%	2.6%
CC(C)n1c(SC2C(=O)CC(C)(C)CC2=O)nc2c1c(=O)n(C)c(=O)n2C	3%	3%	?	3%	3%	44	i	-5%	0.1%
COc1ccc(N(CC(=O)N2CCN(c3ccc(F)cc3)CC2)S(=O)(=O)c2c(C)noc2C)cc1	0%&-16%	-13%&-23%	3%	1%&-35%	6%&0%	-1	i	4%&-22%	0.1%&1.9%
O=C(CSCc1ccc(Cl)cc1)N1CCN(Cc2ccc3c(c2)OCO3)CC1	-25%	2%	?	10%	-3%	-8	i	0%	0.2%
CCn1nnc(-c2ccccc2NC(=O)c2cccc(-n3cnnn3)c2)n1	?	-14%	-2%	-2%	-1%	-7	i	5%	-0.3%
O=C(Cc1ccccn1)c1ccc(O)cc1O	-1%	.	0%	-1%	-6%	3	i	2%	0.1%
CCOC(=O)CCNC(C(=O)OCC)c1ccccc1 (stereo unspecified)	.	2%	7%	-28%	-2%	2	i	10%	3.3%
Cc1ccn(CC(=O)N2N=C(C(F)F)CC2(O)C(F)F)n1 (stereo unspecified)	21%	15%	-6%	-35%	2%	14	i	0%	0.0%
Cc1cc(NC(=O)COC(=O)C2CCC(=O)N2)c([N+](=O)[O-])cc1C (stereo unspecified)	-9%	-9%	1%	0%	0%	7	i	-1%	0.4%
COc1ccc(NC(=O)Cc2ccc(C)cc2)c([N+](=O)[O-])c1	10%	8%	11%	7%	0%	0	i	?	5.9%
Cc1ccc(S(=O)(=O)N(CC(=O)N2CCCCCC2)c2ccccc2F)cc1	5%	5%	0%	1%	8%	-14	i	5%	-0.1%
CC(C)CCn1nnnc1C(c1ccccc1)N1CCN(C)CC1 (stereo unspecified)	13%	1%	-6%	-14%	1%	-2	i	-5%	-0.7%
O=C1CSC(c2cccc([N+](=O)[O-])c2)N1c1c(F)cccc1F (stereo unspecified)	0%	-1%	13%	24%	0%	19	i	-13%	-0.3%
CCN(CC)S(=O)(=O)c1ccc(Cl)c(C(=O)NCCN2CCOCC2)c1	-14%	.	1%	20%	2%	8	i	-1%	0.6%
CCOC(=O)c1cc(-c2ccccc2)n(CC(=O)NC(C)c2ccccc2)c1C (stereo unspecified)	.	.	.	-19%	-1%	.	.	0%	9.0%
O=C(c1ccccc1[N+](=O)[O-])N1N=C(c2ccccc2)CC1(O)C(F)(F)F (stereo unspecified)	17%	.	8%	-21%	-7%	9	i	-6%	-0.8%
CC1CCN(CCCNC(=O)c2ccc3c(=O)n(CCc4ccccc4)c(=O)[nH]c3c2)CC1	17%	4%	0%	-21%	0%	-1	i	?	-0.5%
Cc1cc(C)n2nc(C)c(-c3ccccc3)c2n1	-2%	-35%	15%	-49%	-3%	0	i	0%	-0.5%
C=CCN(C(=O)C1=NN(C2CCS(=O)(=O)C2)C(=O)CC1)c1nc(-c2ccc([N+](=O)[O-])cc2)cs1 (stereo unspecified)	?	5%	-2%	-31%	-4%	-55*	i	?	8.1%
Cc1ccc(C(=O)NCC(=O)N/N=C/c2cccs2)cc1C	1%	-9%[11.3 µM]	0%	-1%	-4%	33	i	-2%	0.4%
N#CC(C#N)=C1C=CC=CN1/C(=C\c1ccco1)C(=O)c1ccc(Cl)cc1	-130%	?	1.6µM*	-12%	?	-101*	?	?	?
CCOC(=O)c1c(-c2ccc(OC)cc2)cn2ccccc12	9%	0%[11.3 µM]	0%	10%	5%	-14	i	6%	-0.1%

3 of the entries above in order of their number in IL1B secr inh, rising:
compound | IL1B secr inh
CCOc1ccc(CCNC(=O)CCn2cccc2)cc1OCC | -16
COc1ccc(CCNC(=O)CSc2nnnn2C)cc1OC | -9
CC(C)n1c(SC2C(=O)CC(C)(C)CC2=O)nc2c1c(=O)n(C)c(=O)n2C | 44
